Compound activity as filed in PubChem BioAssay.
Nrf2 activator: activates Nrf2 signaling; AREc32 ARE-luciferase reporter (MCF7-derived line), luminescence, 24 h; Potency, µM (titrated, usually from 46.1 µM), for the others: at the highest dose activation, usual class: activators; actives 0.31% (n = 410,000); note: potency is the fitted concentration of half-maximal effect; % of control where 0% means no effect; nearly all actives have a fitted effect of over 65% in size
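ARE activation measured as luciferase luminescence (Steady-Glo, 30 min RT) in AREc32_Fluc cells after 24 hr compound exposure at 37 deg C, 5% CO2; cells seeded overnight at 1000/well in OPTI-MEM, 5% FBS.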
A549 tox: counter-screen for Nrf2 inhibitors: cytotoxicity in A549 cells | A549 ARE-Fluc cells, CellTiter-Fluor viability, 18-24 h | Potency, µM (series often up to 46 µM), without a hit: at the top dose activity change, negative = cytotoxicity, usual class: inhibitors | actives 0.16% (n = 390,000); note: potency is the fitted concentration of half-maximal effect; % is set by controls: 0 for no effect and ±100 for the full control effect
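A549 ARE-Fluc cells in 5% FBS OPTI-MEM, 5000 cells/well, rested 2 h then exposed to compounds in concentration-response for 18-24 h at 37 °C. Viability by CellTiter-Fluor fluorescence (Ex 405/Em 525) after 30 min; luciferase luminescence (BugLite, 15 min, RT) read afterwards.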
IL-1B inflam inh: inhibitors of inflammasome signaling (IL-1 beta secretion); THP-1 LPS/ATP IL-1B secretion, AlphaLISA, 16 h; hits give low values; activity change, % at 57.5 µM; actives 4.7% (n = 360,000); AID 743279; in the data active = activity change below about -50%; inconclusive = mostly about -30% to -49%; note: % is set by controls: 0 for no effect and ±100 for the full control effect
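THP-1 cells pretreated 1 hr with compounds (up to 57.5 uM final), then stimulated with LPS (250 ng/mL final) plus ATP (1.25 mM final); secreted IL-1B measured by AlphaLISA after 16 hr, decreased signal indicating inhibition.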
HepG2 viability: kills HepG2 cells in TGF-b inhibitor counter-screen; HepG2 CAGA-GFP viability, ATP luminescence, 18 h; Potency, µM (series often up to 46.1 µM), for the others: at the highest dose activity change, negative = cytotoxicity, most hits filed as cytotoxic; actives 0.76% (n = 410,000); note: potency is the fitted concentration of half-maximal effect; some results filed as inactive show a strong effect at the top dose
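HepG2 CAGA-GFP cells (1000/well, DMEM with 1% FBS) received compound, then TGF-beta at 500 pg/mL final, and were incubated 18 hours at 37 degrees C. Viability was read by CellTiter-Glo luminescence. Media-only wells were set as complete cell-killing and DMSO as no toxicity.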
ATXN2 expr inh: reduces ATXN2 reporter expression in HEK-293 cells. HEK-293 ATXN2-luciferase reporter, luminescence, 24 h. Potency, µM (highest dose often 57 µM), inactives show at the top dose activity change, negative = inhibition, hits mostly inhibitors. actives 0.72% (n = 360,000). AID 1745845; note: potency is the fitted concentration of half-maximal effect; % is set by controls: 0 for no effect and ±100 for the full control effect; nearly all actives have a fitted effect of over 55% in size
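ATXN2-luciferase reporter cells (luciferase flanked by upstream and downstream ATXN2 gene portions) were treated 24 h at 37 °C with compounds at up to 57 uM. SteadyGlo luminescence gave expression; GF-AFC fluorescence gave viability.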
ATXN viability: cell viability loss in ATXN counter-screen; S2 cells (HEK-293 line with an ATXN2-luciferase reporter) viability, CellTiter-Fluor protease fluorescence, 24 h; Potency, µM (top dose mostly 56.7 µM), hits mostly cytotoxic; actives 0.49% (n = 400,000); AID 651635; note: potency is the fitted concentration of half-maximal effect; nearly all actives have a fitted effect of over 40% in size
Nrf2 block: inhibitors of Nrf2 signaling; A549 ARE-Fluc reporter, luciferase luminescence, 18-24 h; Potency, µM (doses to about 46 µM), for the others: top-dose activity change, negative = inhibition, hits mostly inhibitors; actives 2.1% (n = 360,000); AID 504444; note: potency is the fitted concentration of half-maximal effect; % is set by controls: 0 for no effect and ±100 for the full control effect; nearly all actives have a fitted effect of over 60% in size
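In this cell-based qHTS, ARE-driven firefly luciferase in A549 cells reports Nrf2 activity; the luminescent signal after BugLite lysis is the measured value, with a prior CellTiter-Fluor read for cell health.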
TGFb inhibitor: inhibitors of TGF-b signaling | HepG2 CAGA-GFP TGF-b/SMAD3 reporter, GFP fluorescence, 18 h; TGF-beta stimulated, 500 pg/mL final | Potency, µM (top dose mostly 46.1 µM), inactives show at the top dose activity, negative = inhibition, usual class: inhibitors | actives 1.2% (n = 410,000) | AID 588855; note: potency is the fitted concentration of half-maximal effect; % is set by controls: 0 for no effect and ±100 for the full control effect; nearly all actives have a fitted effect of over 65% in size
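Inhibition of TGF-beta-driven CAGA-GFP reporter expression in HEPG2 cells is measured by cellular GFP fluorescence after 18 h stimulation with 500 pg/mL recombinant TGF-beta in 1% FBS medium at 37 degrees C.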
MCF10A rereplic: induces DNA re-replication in MCF 10a normal breast cells; MCF 10A DNA re-replication, Hoechst nuclear intensity, 48 h; Potency, µM (highest dose often 46.1 µM), inactives show top-dose activity, positive = re-replication, hits mostly activators; actives 2.9% (n = 350,000); AID 624296; note: potency is the fitted concentration of half-maximal effect; % of control where 0% means no effect; nearly all actives have a fitted effect of over 50% in size
Numbers without * were called inactive; i = inactive; ? = inconclusive; . = no result given; & = joins results of further samples; [ ] = dose if it differs, or a comment. Unless noted, calls come from the whole dose curve; as a rule, active = well fitted curve in the direction sought with a large enough effect; inconclusive = small, poorly fitted or top-dose-only effect, or another doubt; inactive = no such curve, though single readings can be large; an effect the other way counts as inactive or inconclusive.

Value order: Nrf2 activator, A549 tox, IL-1B inflam inh, HepG2 viability, ATXN2 expr inh, ATXN viability, Nrf2 block, TGFb inhibitor, MCF10A rereplic
[1] COc1cc(C(O)c2nc(-c3cc4ccccc4o3)cs2)ccc1F (stereo unspecified)
 : 0.7%, ., -6, -52%, 1%, ?, ., ?, .
[2] CN(C(=O)COC(=O)C1CCN(S(=O)(=O)c2ccc3c(c2)OCCO3)CC1)C1CCCCC1
 : -0.3%, -3%, 12, 5%, 6%, i, 18%, 0%, 0%
[3] Cn1c(=O)[nH]c(=O)c2c1nc(SCCN1CCOCC1)n2CCCc1ccccc1
 : 0.0%, 5%, -8, -17%, -15%, i, 4%, -5%, ?
[4] COc1ccc(C(=O)NNC(=O)CCc2nc3ccccc3c(=O)[nH]2)cc1
 : -0.1%, 9%, -2, 3%, -3%, i, ?, -14%, -3%
[5] CCC1Nc2ncnc(N3CCN(c4ccccc4)CC3)c2N(Cc2ccc(Cl)cc2)C1=O (stereo unspecified)
 : 3.6%, -20%, -19, -9%, -18%, ?, ?, -25%, 34%
[6] O=C(CSc1nc2ccccc2c(=O)n1-c1ccccc1)N1CCC1
 : 0.0%, -1%, 5, 9%, ., ?, 16%, 29%, 0%
[7] CCOc1ccccc1N1CCN(C(=O)NCc2ccc(C)cc2)CC1
 : -0.6%, 6%, 0, 1%, -36%, i, -7%, 1%, 9%
[8] CC(C)OC(=O)CN1C(=O)c2ccccc2C1=O
 : -1.2%, 3%, -1, -1%, 6%, i, 11%, 1%, 15%
[9] CC(=O)N(CCN(C)C)c1nc2cc3c(cc2s1)OCCO3
 : 0.2%, 22%, -9, 4%, ., i, 13%, 1%, -12%
[10] CCOC(=O)N1CCN(CC(O)COc2cc(C)ccc2C(C)C)CC1 (stereo unspecified)
 : -0.4%, -3%, -4, -59%, -2%, i, 10%, -10%, 18%
[11] CN(C)c1ccc(C(C(=O)NC(C)(C)C)N(C(=O)c2csnn2)C2CC2)cc1 (stereo unspecified)
 : 2.9%, -7%, -15, 3%, 1%, i, 2%, -5%, i[0.0737 µM]
[12] CC1=C(C(=O)Nc2cccnc2)C(c2ccc(Cl)cc2)n2nc(-c3ccccc3)nc2N1 (stereo unspecified)
 : 4.7%, -1%, ., -36%, ?, ?, -14%, ?, .
[13] COc1ccc(NC(=O)CSCC(=O)Nc2cccc3ncccc23)cc1
 : -0.4%, -1%, 17, -7%, 8%, i, 3%, 23%, 6%
[14] O=C(CN1CCN(C(=O)c2ccccc2)CC1)Nc1ncc(Br)cc1Br
 : 0.8%, -4%, 1, -6%, -6%, i, -11%, 8%, -3%
[15] Cc1ccc(/C=N/NS(=O)(=O)c2ccc([N+](=O)[O-])cc2)o1
 : -0.1%, ?, 101, -27%, 4%, i, 15%, -12%, -3%
[16] CCc1ccc2occ(CC(=O)Nc3nnc(SC)s3)c2c1
 : 3.5%, 0%, ., -16%, 3%, i, 5%, -6%, .
[17] CCOc1cc(N2CCOCC2)c(OCC)cc1NC(=O)c1ccc(S(C)(=O)=O)cc1
 : 0.0%, 2%, -3, 4%, -12%, i, -23%, 0%, 13%
[18] CCc1ccc(NC(=O)CSCCO)cc1
 : 0.1%, 1%, 6, -1%, 20%, i, 12%, -1%, -3%
[19] CCc1nnc(NC(=O)CN2C(=O)/C(=C/c3cc(OC)c(OC)c(OC)c3)SC2=S)s1
 : 1.0%, -14%, 21, -30%, -5%, i, -1%, 11%, ?
[20] CCc1ccccc1S(=O)(=O)c1c(C)cc(C)nc1Cl
 : 0.0%, 0%, 2, -42%, ., i, -6%, -4%, 3%
[21] CCSc1nc(C)cc(C)c1S(=O)(=O)c1ccccc1C
 : -1.0%, -1%, 6, -10%, -6%, i, 6%, -37%, 3%
[22] COc1ccc(OC)c(NC(=O)C2CC(=O)n3ncnc3N2)c1 (stereo unspecified)
 : 0.0%, -2%, -15, 0%, -9%, i, 2%, 31%[activator], 965%[0.0737 µM]
[23] COc1ccc(CC(=O)Nc2ccc(S(=O)(=O)N3CCN(C)CC3)cc2)cc1
 : 0.1%, 8%, -21, -8%, ., ., -21%, -16%, 5%
[24] COc1ccc(CNC(=O)CN(c2ccc(OC)cc2)S(=O)(=O)c2c(C)[nH]c(=O)[nH]c2=O)cc1
 : -0.4%&-0.8%, 1%&-13%, 17, 5%&19%, 5%&8%, i, 9%&4%, -1%&0%, 0%
[25] CN(Cc1cn(C)nc1-c1ccccc1F)CC1CCCCO1 (stereo unspecified)
 : 0.3%, 12%, 19, 7%, ., i, 19%, 19%, -5%
[26] CCNC(=S)N1CC(C)OC(C)C1 (stereo unspecified)
 : -0.5%, -6%, 4, 10%, 1%, i, 0%, -14%, -178%[0.0737 µM]
[27] CCCOc1ccc(N2C(=O)C3C(C(C)C)NC4(C(=O)c5ccccc5C4=O)C3C2=O)cc1 (stereo unspecified)
 : -0.9%, -1%, 4, -19%, -3%, i, -14%, -1%, 9%
[28] CN(C)S(=O)(=O)c1ccc2oc(SCC(=O)Nc3ccccc3F)nc2c1
 : 2.1%, 10%, 19, -12%, ., i, ?, 1%, 0%
[29] O=C(O)c1ccc(COc2cccc(CO)c2)cc1
 : -0.3%, 1%, 15, 2%, 34%, i, ?, -2%, 3%
[30] CSc1ccc(Cn2nnc(C(=O)Nc3ccc(C)c(C)c3)c2N)cc1
 : 1.9%, 28%, -28, -13%, 1%, i, 22%, -5%, 12%

Overlap with the part before: 3 compounds, then new ones.
Value order: Nrf2 activator, A549 tox, IL-1B inflam inh, HepG2 viability, ATXN2 expr inh, ATXN viability, Nrf2 block, TGFb inhibitor, MCF10A rereplic
[28] CN(C)S(=O)(=O)c1ccc2oc(SCC(=O)Nc3ccccc3F)nc2c1
 : 2.1%, 10%, 19, -12%, ., i, ?, 1%, 0%
[29] O=C(O)c1ccc(COc2cccc(CO)c2)cc1
 : -0.3%, 1%, 15, 2%, 34%, i, ?, -2%, 3%
[30] CSc1ccc(Cn2nnc(C(=O)Nc3ccc(C)c(C)c3)c2N)cc1
 : 1.9%, 28%, -28, -13%, 1%, i, 22%, -5%, 12%
[31] Cc1ccc(S(=O)(=O)NC2CC(C)(C)NC(C)(C)C2)c(C)c1C
 : -1.0%, 3%, -7, -12%, -26%, i, -12%, 20%, ?
[32] O=C(NC(c1ccccc1)c1ccccc1)c1ccc(S(=O)(=O)C(F)F)cc1
 : -0.1%, -3%, -9, -29%, -24%, i, ., ?, 0%
[33] Cc1cc2c(cc1C)C(c1cc(Br)ccc1F)CC(=O)N2 (stereo unspecified)
 : -0.9%, 1%, 2, -34%, -3%, i, -16%, ?, 7.3µM*
[34] CSCCNC(=O)c1ccc(OC2CCN(CCc3ccccc3)CC2)cc1
 : 3.4%, ?, -27, -27%, ., i, 0%, 8%, -3%
[35] FC(F)(F)c1cnc(Sc2nc3nccc(-c4ccc(Cl)cc4)n3n2)c(Cl)c1
 : 0.0%, ?, ?, -26%, ?, ?, ?, -15%, 3.3µM*
[36] O=C(Nc1ccc(Cl)cc1)C1CCCN(S(=O)(=O)c2ccc3[nH]c(=O)ccc3c2)C1 (stereo unspecified)
 : 4.1%, -2%, ., -45%, ., ., ?, ?, .
[37] CCOC(=O)N1CCC(N(CCOC)C(=O)Nc2ccc(Cl)cc2)CC1
 : 2.0%, -3%, 0, 3%, 2%, ?, -13%, -45%, 19%
[38] COc1ccc(C2C(C#N)=C(N)N(c3ccccc3C#N)C3=C2C(=O)CCC3)cc1CN1CCCC1 (stereo unspecified)
 : 0.2%, -8%, -7, 4%, 1%, i, -17%, -8%, -35%[inhibitor]
[39] C#CCOCCOCCOCCNc1nc(N2CCN(C(=O)[C@H](CCCCN)n3cc(CN)nn3)CC2)nc(N2CCN(C(=O)[C@H](CCCCN)n3cc(CN)nn3)CC2)n1
 : -0.1%, 2%, 8, 1%, 3%, i, -10%, 9%, -1%
[40] O=C(NCc1ccc(Cl)cc1)C1CCCN(c2ncnc3onc(-c4ccc(F)cc4)c23)C1 (stereo unspecified)
 : 0.0%, -4%, ., -9%, 7%, i, -10%, -1%, .
[41] CCOC(=O)c1cc(NC(=O)Nc2ccccc2OC)c(C)nc1C
 : 0.1%, 1%, 15, -1%, -5%, i, 7%, -5%, ?
[42] CC1=CN2C(=N)/C(=C/c3ccc([N+](=O)[O-])o3)C(=O)N=C2S1
 : ?, -10%, -104*, -55%, -3%, ., 4%, 0%, ?
[43] O=C(CCn1cnc2ccccc2c1=O)Nc1nc2c(s1)CCCC2
 : 8.0%, -4%, -19, 5%, -24%, i, 24%, 9%, 1%
[44] COc1ccc(C(=O)CCC(=O)N2CCN(c3cc(C)ccc3C)CC2)cc1
 : -1.3%, -2%, ?, -1%, ?, i, -14%, -27%, 14%
[45] CN1CCN(C(=O)CC2(CC(=O)O)CCCC2)CC1
 : -0.2%, 3%, -5, -1%, -21%, i, 3%, 0%, -33%[inhibitor]
[46] Cc1ccc(C(=O)NCC(=O)OCC(=O)NCCNC(=O)COC(=O)CNC(=O)c2ccc(C)cc2)cc1
 : -0.3%, -10%, 11, 3%, 2%, i, 2%, ?, 0%
[47] CC(=O)Nc1ccc(OCCCN2CCC(C(O)(c3ccccc3)c3ccccc3)CC2)cc1
 : 5.4%, ., 8, ., -1%, ?, ., ., .
[48] Cc1noc(C)c1CSCC(=O)Nc1nc2ccc(F)cc2s1
 : 8.0%, 3%, -18, -17%, 18%, i, -7%, -8%, 27%

Structural class, the compounds so far containing bromine (2)
Value order: Nrf2 activator, A549 tox, IL-1B inflam inh, HepG2 viability, ATXN2 expr inh, ATXN viability, Nrf2 block, TGFb inhibitor, MCF10A rereplic
[14] O=C(CN1CCN(C(=O)c2ccccc2)CC1)Nc1ncc(Br)cc1Br
 : 0.8%, -4%, 1, -6%, -6%, i, -11%, 8%, -3%
[33] Cc1cc2c(cc1C)C(c1cc(Br)ccc1F)CC(=O)N2 (stereo unspecified)
 : -0.9%, 1%, 2, -34%, -3%, i, -16%, ?, 7.3µM*
